FLuc inhib CS: counter-screen for luciferase assay inhibitors: firefly luciferase inhibition; AID 1006; inhibition, % at 10 µM; P08659; 1.5% of 200,000 active; ATPLite firefly luciferase biochemical luminescence, 10 min;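 active means inhibition above about 50% when tested at 10 µM, limit read from the data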
TLR4-MyD88 BLA: TLR4-MyD88 interaction inhibition in cells | HeLa CL3-4 TLR4/MyD88 BLA complementation, FRET ratio | inhibition, % at 8.4 µM | 0.18% of 200,000 active; in the data active means inhibition above about 25%;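 further: 0% = vehicle and 100% = reference inhibitor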
Target sequence (O00206 whole entry, looked up): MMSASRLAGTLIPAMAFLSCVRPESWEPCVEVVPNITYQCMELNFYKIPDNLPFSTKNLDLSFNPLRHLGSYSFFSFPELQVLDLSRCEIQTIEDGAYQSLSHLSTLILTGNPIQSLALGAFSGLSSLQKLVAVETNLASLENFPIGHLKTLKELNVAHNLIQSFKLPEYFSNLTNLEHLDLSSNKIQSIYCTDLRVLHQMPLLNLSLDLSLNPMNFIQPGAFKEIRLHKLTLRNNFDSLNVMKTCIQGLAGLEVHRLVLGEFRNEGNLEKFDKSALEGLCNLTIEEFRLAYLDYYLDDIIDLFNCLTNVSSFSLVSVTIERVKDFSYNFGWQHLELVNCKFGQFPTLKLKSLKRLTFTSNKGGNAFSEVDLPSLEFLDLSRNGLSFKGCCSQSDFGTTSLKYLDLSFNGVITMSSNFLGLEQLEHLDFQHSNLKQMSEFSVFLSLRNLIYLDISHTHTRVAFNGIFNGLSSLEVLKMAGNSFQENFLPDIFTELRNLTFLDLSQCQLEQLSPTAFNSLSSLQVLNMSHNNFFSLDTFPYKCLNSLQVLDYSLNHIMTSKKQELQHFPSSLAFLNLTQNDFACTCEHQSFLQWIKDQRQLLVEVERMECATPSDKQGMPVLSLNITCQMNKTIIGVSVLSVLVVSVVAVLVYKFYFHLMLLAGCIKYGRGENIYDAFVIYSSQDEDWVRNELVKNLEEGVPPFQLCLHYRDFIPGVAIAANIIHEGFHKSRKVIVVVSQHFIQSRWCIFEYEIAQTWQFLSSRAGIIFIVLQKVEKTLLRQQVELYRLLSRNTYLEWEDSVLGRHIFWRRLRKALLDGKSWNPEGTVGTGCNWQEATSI
Target sequence (Q99836 whole entry, looked up): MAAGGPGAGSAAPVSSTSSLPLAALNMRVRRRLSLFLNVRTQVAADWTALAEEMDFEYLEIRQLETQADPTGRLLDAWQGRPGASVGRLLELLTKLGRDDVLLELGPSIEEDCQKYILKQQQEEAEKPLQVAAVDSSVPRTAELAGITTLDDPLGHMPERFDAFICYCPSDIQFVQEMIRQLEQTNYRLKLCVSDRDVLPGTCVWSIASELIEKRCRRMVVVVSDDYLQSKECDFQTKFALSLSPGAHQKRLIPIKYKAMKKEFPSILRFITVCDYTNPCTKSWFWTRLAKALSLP
G6PDH counter: L. mesenteroides G6PDH inhibition counter-screen | Purified L. mesenteroides G6PDH, diaphorase/resazurin coupled fluorescence, 45 min | inhibition, % at 5 µM | 0.12% of 200,000 active; in the data active means inhibition above about 50%
APP 5UTR inh: APP translation inhibition. SH-SY5Y APP 5'UTR-luciferase reporter, luminescence. inhibition, % at 2 µM. 0.82% of 190,000 active;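 active means inhibition above a set limit, derived from the sample mean plus 3 SD, cut at about 45% in these data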; further: values of inactives mirror those of a sister screen read the other way
Diaph inh CS: counter-screen for diaphorase-based assays: diaphorase inhibitors and chemical oxidizers | diaphorase resazurin-to-resorufin fluorescence, NADH, 16 min; bacterial (C. kluyveri) enzyme, not human | inhibition, % at 20 µM | 0.69% of 190,000 active;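 active means primary screen inhibition at 20 µM above a set limit, cut at about 50% in these data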;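 further: plate controls were DMSO with full reaction for no effect and wells lacking NADH for full effect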
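controls = No-NADH positive control and DMSO neutral control | system = Clostridium kluyveri diaphorase enzyme | timing = reaction incubation of 16 min at room temperature | signal = resorufin fluorescence 544/590 nm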
Diaph act CS: diaphorase activation or chemical reduction counter-screen; Diaphorase/resazurin coupled assay, resorufin fluorescence, 16 min; stronger effect = higher value; 1 = vehicle wells, 0 = NADH-free wells; 0.005% of 190,000 active; activation factor at 20 µM;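 active means diaphorase activity raised at least twofold by the compound at 20 µM; inactive means activation factor below 2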
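test system = bacterial diaphorase enzyme (C. kluyveri) | quantity = enzyme 0.07 U/mL final | reagent = NADH substrate 0.114 mM plus resazurin dye 0.1 mM, final | incubation = 16 min enzyme reaction, ambient temperature | buffer or medium = HEPES pH 7.4 buffer with MgCl2 and Tween 20 | signal = fluorescence of resorufin, 544 nm excitation, 590 nm emission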
NF-kB neuron act: NF-kB expression increase, human neuronal cells | NF-kB reporter expression; stronger effect = higher value | fold change at 12.5 µM | 1.6% of 190,000 active | AID 1239; in the data active means fold change above about 3.3
APP 5'UTR act: APP 5'UTR luciferase reporter activation; SH-SY5Y APP 5'UTR luciferase reporter, luminescence; zero percent = DMSO vehicle wells; activation, % at 2 µM; 1% of 190,000 active; AID 1276;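 active means activation above a set limit, based on mean plus 3 SD of controls, cut at about 140% in these data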; further: values of inactives mirror those of a sister screen read the other way
STAT1 act: STAT1 signaling activation; NIH 3T3 STAT1-luciferase reporter, IFN-gamma, luminescence; 100% = IFN-gamma alone, no compound; activation (% of control), % at 5.5 µM; 2.6% of 200,000 active;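 active means activation above the screen-wide mean activation plus 3 SD, cut at about 130% in these data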;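 further: raw ratio to IFN-gamma control signal so 100% means no change and 0% no light; values of inactives mirror those of a sister screen read the other way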
FLuc stim CS: affects firefly luciferase, flagging false hits in luciferase stimulation screens; P08659; ATPlite luciferase biochemical, luminescence, 10 min; 0 = ATP-free wells, 1 = DMSO control; activation factor at 10 µM; 200,000 tested, under 10 active; AID 1027;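 active means luciferase activation factor, scaled between plate controls, of at least 2 with compound at 10 µM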
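System: Luciferase/luciferin detection reagent, cell-free biochemical luciferase assay | Medium: PBS buffer for ATP | Dosing: Test compounds dosed from 2 mM stocks in 100% DMSO | Timing: 10 min at ambient temperature | Signal: Luminescence measurement of luciferase light output | Evaluation: Luciferase activation, seen as luminescence increase over controls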
Starred values were filed as active, the others as inactive; x = not tested or not shown. Not a hit list; about 5.6% have a hit in one of these screens.

Results follow in this order: APP 5'UTR act	TLR4-MyD88 BLA	FLuc inhib CS	APP 5UTR inh	Diaph act CS	FLuc stim CS	STAT1 act	Diaph inh CS	G6PDH counter	NF-kB neuron act
O=C(NCc1ccco1)/C(=C\c1cccnc1)NC(=O)c1ccccc1F
    -24	3	-1	24	0.9	1	100	14	13	1.1
CN(C)c1cc[n+](CCC(=O)Nc2cccc([N+](=O)[O-])c2N)cc1
    0	-1	-7	0	0.9	1.1	99	9	6	1.2
S=C(NCCN1CCOCC1)NC1CCCC1
    7	10	-6	-7	0.9	1.1	97	5	9	0.97
Cc1ccc(SCc2[nH]nc3c2C(c2ccc(C)o2)C(C#N)=C(N)O3)cc1 (stereo not drawn)
    4	7	-13	-4	0.6	1.1	92	45	7	0.99
Cc1ccccc1-n1c(Cn2c(=O)sc3ccccc32)nnc1SCC(=O)N1CCOCC1
    -14	6	-4	14	0.8	1	99	15	2	1.1
O=C(CN(C(=O)CNS(=O)(=O)c1ccccc1)c1ccc2c(c1)OCCO2)NC1CCCCC1
    -6	-9	2	6	1.1	1	106	-10	1	1.1
CCOC(=O)C(Cc1ccccc1)NC(=O)CCc1c(C)nc2nc(C)nn2c1C (stereo not drawn)
    -20	2	-10	20	1	1.1	100	0	7	1.1
COc1ccc(NC(=S)NCCc2ccccc2)c(OC)c1
    18	6	2	-18	0.8	1	94	19	3	1
C=C(C)C1CC=C(C)/C(=N/NC(=O)COc2ccc(Cl)cc2)C1 (stereo not drawn)
    14	-2	1	-14	0.9	1	103	7	3	1.1
COC(=O)c1cc(C#N)c(OC(C)C)nc1C
    5	9	-5	-5	1	1.1	104	2	-2	1.2
CCOC(=O)C1=C(C)N(CCCCCC(=O)O)C(=O)NC1c1ccccc1Cl (stereo not drawn)
    -14	-11	-2	14	1	1	96	-4	11	1.1
COc1cc(C(C)=O)ccc1Oc1ncnc2c1cnn2-c1cccc(Cl)c1
    -3	-13	-5	3	1	1.1	98	5	-4	1.2
Fc1ccccc1CN1CCCN(C(=S)Nc2cccc(Cl)c2)C1
    2	2	-2	-2	1	1	87	0	3	0.96
FC(F)Oc1ccc(NC(=S)N2CCN(Cc3ccccc3)CC2)cc1
    1	-2	-4	-1	0.9	1	100	8	1	1.1
CCc1cc2c(=O)n3c(nc2s1)-c1[nH]c2ccc(OC)cc2c1CC3
    104	6	-1	-104	0.9	1	105	5	-23	1.2
COc1ccccc1N(CC(O)CN(c1ccccc1)S(C)(=O)=O)S(=O)(=O)c1ccccc1 (stereo not drawn)
    -11	14	-8	10	0.8	1.1	98	15	-29	0.81
CCC(C)n1c(SCC(=O)NCc2ccco2)nnc1-c1cccc(S(=O)(=O)N2CCOCC2)c1 (stereo not drawn)
    0	7	-5	0	0.9	1	102	9	2	0.83
COc1ccc(C(=O)NC(=S)Nc2ccccc2N2CCCCC2)cc1[N+](=O)[O-]
    -14	-5	-8	14	0.8	1.1	92	20	10	0.94
COc1ccc(OC)c(NC(=O)c2nnn(CCc3ccccc3)c2N)c1
    31	10	-9	-31	0.8	1.1	103	22	1	1.3
O=[N+]([O-])c1ccc(NCc2ccccc2)nc1
    14	-2	10	-14	0.9	0.9	104	8	11	1.5

Full records, looked up by structure. Order of values: APP 5'UTR act	TLR4-MyD88 BLA	FLuc inhib CS	APP 5UTR inh	Diaph act CS	FLuc stim CS	STAT1 act	Diaph inh CS	G6PDH counter	NF-kB neuron act
`Fc1ccccc1CN1CCCN(C(=S)Nc2cccc(Cl)c2)C1` across the screens: 2	2	-2	-2	1	1	87	0	3	0.96
`CCc1cc2c(=O)n3c(nc2s1)-c1[nH]c2ccc(OC)cc2c1CC3` across the screens: 104	6	-1	-104	0.9	1	105	5	-23	1.2

Following part
Results follow in this order: APP 5'UTR act	TLR4-MyD88 BLA	FLuc inhib CS	APP 5UTR inh	Diaph act CS	FLuc stim CS	STAT1 act	Diaph inh CS	G6PDH counter	NF-kB neuron act
Cn1c(SCC(=O)NC2CCCCC2)nnc1-c1cc2cc(Cl)ccc2o1
    -11	2	8	11	0.9	0.9	101	8	12	1.3
COc1cc(/C=N/NC(=O)c2cc(-c3c(C)nn(-c4ccccc4)c3C)n[nH]2)ccc1O
    -6	-5	13	6	0.8	0.9	209*	16	0	0.73
CCCN(CCO)Cc1cccc(Oc2ccccc2)c1
    -5	-3	-5	5	1	1	91	-1	6	1.2
COc1ccc(Cl)cc1Nc1nc(NCCO)nc(N2CCCC2)n1
    3	10	-3	-3	0.8	1	104	15	-33	0.96
O=C(Nc1cccc2ccccc12)OC1C=CS(=O)(=O)C1 (stereo not drawn)
    24	-14	-5	-24	0.8	1.1	104	21	2	1.3
COc1ccc(Oc2nc3ccccc3nc2C(F)(F)F)cc1
    16	6	-5	-16	0.9	1.1	97	14	2	1
COc1cc(NC(=O)c2ccnn2C)c(OC)cc1Cl
    2	8	-2	-2	1	1	105	1	1	1.1
CCOC(=O)N/N=C/c1ccc(F)cc1F
    10	7	6	-10	0.9	0.9	113	13	4	1.4
CC(C)CC(NC(=O)C1CCC(C)CC1)C(=O)NCc1ccccn1 (stereo not drawn)
    5	7	-8	-4	0.9	1.1	101	11	7	1.1
CC(NC(=O)CC(c1ccccc1)c1cc(Cl)ccc1O)c1ccccc1 (stereo not drawn)
    -9	0	-12	9	0.8	1.1	91	20	2	0.64
O=C(COC(=O)c1ccc(Cl)c(S(=O)(=O)N2CCCC2)c1)NCc1cccs1
    -4	6	-2	4	0.8	1	100	18	3	1.3
CCOC(=O)c1c(C)c(C(=O)NCCCOC(C)C)c(C)n1C
    -1	-16	-7	1	0.9	1.1	111	12	-4	1.4
COC(=O)C1=C(C)NC(=O)NC1C1CC=CCC1 (stereo not drawn)
    7	-8	-4	-7	0.9	1	102	14	-7	1.1
CCN(CC)CCNS(=O)(=O)c1ccc(/C=C/C(=O)O)cc1
    4	-1	-4	-4	0.8	1	102	16	5	1.3
Nc1c(C(=O)c2cccs2)oc2ccccc12
    18	7	1	-18	0.9	1	120	13	8	1.4
COc1ccc(NC(=O)CSc2nc(N)c(-c3ccccc3)c(=O)[nH]2)cc1
    x	4	-1	x	0.9	1	101	13	10	1.1
Cc1cc(C)n2c(SCC(=O)N(C)C3CCS(=O)(=O)C3)nnc2n1 (stereo not drawn)
    -5	-7	1	5	1	1	103	-4	6	0.96
N#C/C(=C\c1ccc(OCc2ccc(C(=O)O)cc2)cc1)C(=O)N1CCOCC1
    -56	8	-1	56*	0.9	1	38	7	-2	7*
COc1ccccc1NC(=S)N(c1ccccc1)C(C)C
    31	6	1	-31	1	1	107	-4	14	0.94
CCCC(c1c(C)n(C)n(-c2ccccc2)c1=O)c1c(C)n(C)n(-c2ccccc2)c1=O
    4	-12	-4	-4	0.9	1	104	15	9	1.1

2 of the compounds above, as labelled records:
CCOC(=O)c1c(C)c(C(=O)NCCCOC(C)C)c(C)n1C
  APP 5'UTR act: -1
  TLR4-MyD88 BLA: -16
  FLuc inhib CS: -7
  APP 5UTR inh: 1
  Diaph act CS: 0.9
  FLuc stim CS: 1.1
  STAT1 act: 111
  Diaph inh CS: 12
  G6PDH counter: -4
  NF-kB neuron act: 1.4

COC(=O)C1=C(C)NC(=O)NC1C1CC=CCC1 (stereo not drawn)
  APP 5'UTR act: 7
  TLR4-MyD88 BLA: -8
  FLuc inhib CS: -4
  APP 5UTR inh: -7
  Diaph act CS: 0.9
  FLuc stim CS: 1
  STAT1 act: 102
  Diaph inh CS: 14
  G6PDH counter: -7
  NF-kB neuron act: 1.1

(next part)
Results follow in this order: APP 5'UTR act	TLR4-MyD88 BLA	FLuc inhib CS	APP 5UTR inh	Diaph act CS	FLuc stim CS	STAT1 act	Diaph inh CS	G6PDH counter	NF-kB neuron act
Nc1cc(-c2ccc(Cl)cc2)nn1S(=O)(=O)c1ccc(Cl)cc1
    5	-7	-2	-5	0.7	1	95	27	5	1.3
O=C(COC(=O)[C@H](Cc1ccccc1)NC(=O)c1ccco1)NC(c1ccccc1)c1ccccc1
    21	5	-6	-21	0.8	1.1	96	22	-4	0.97
CN(c1ccccc1)S(=O)(=O)c1cccc(NC(=O)CSc2ncn[nH]2)c1
    -1	-15	-4	1	0.9	1	79	14	11	0.77
CC(C)C(=O)Nc1cccc(NC(=O)c2cccc(F)c2)c1
    4	0	0	-4	0.9	1	99	5	4	1.2
CN(C)c1ccc(/C=C(\C#N)C(=O)Nc2nc3c(s2)CCN(Cc2ccccc2)C3)cc1
    3	5	-2	-3	0.8	1	102	19	9	1.2
CCOP(=O)(c1ccccc1)C1(C#N)CC1 (stereo not drawn)
    -1	-12	-6	1	0.9	1.1	112	10	6	1.1
N/C(=N\OC(=O)c1ccc(Br)cc1)c1ccccc1
    124	1	95*	-124	0.9	0.1	150*	14	6	9.7*
Cc1ccc2c(ccn3cc4c(c(=O)n(C)c(=O)n4C)c23)c1
    -5	-10	22	5	x	0.8	96	x	8	1.1

Three compounds out of the list, arranged by heavy-atom count, low to high:
Results follow in this order: APP 5'UTR act	TLR4-MyD88 BLA	FLuc inhib CS	APP 5UTR inh	Diaph act CS	FLuc stim CS	STAT1 act	Diaph inh CS	G6PDH counter	NF-kB neuron act
COc1cc(NC(=O)c2ccnn2C)c(OC)cc1Cl
    2	8	-2	-2	1	1	105	1	1	1.1
Cc1ccc(SCc2[nH]nc3c2C(c2ccc(C)o2)C(C#N)=C(N)O3)cc1 (stereo not drawn)
    4	7	-13	-4	0.6	1.1	92	45	7	0.99
O=C(COC(=O)[C@H](Cc1ccccc1)NC(=O)c1ccco1)NC(c1ccccc1)c1ccccc1
    21	5	-6	-21	0.8	1.1	96	22	-4	0.97

Screens deposited in PubChem BioAssay by several laboratories.
